ALOX12 inh: Primary qHTS assay for inhibitors of human arachidonate 12S-lipoxygenase (ALOX12): Round 2; Potency, µM (titrated, usually from 108 µM), for the others: at the top dose activity change, negative = inhibition, hits mostly inhibitors; AID 1671190, 2021; purified 12hLO, xylenol orange hydroperoxide absorbance; Polyunsaturated fatty acid lipoxygenase ALOX12 (Homo sapiens), P18054; 580,000 compounds, 1.1% hits; active = well fitted inhibition curve with a large enough effect; inconclusive = small, poorly fitted or top-dose-only effect, or another doubt; inactive = no such curve, though single readings can be large or run the other way
Target sequence (P18054 whole entry, looked up): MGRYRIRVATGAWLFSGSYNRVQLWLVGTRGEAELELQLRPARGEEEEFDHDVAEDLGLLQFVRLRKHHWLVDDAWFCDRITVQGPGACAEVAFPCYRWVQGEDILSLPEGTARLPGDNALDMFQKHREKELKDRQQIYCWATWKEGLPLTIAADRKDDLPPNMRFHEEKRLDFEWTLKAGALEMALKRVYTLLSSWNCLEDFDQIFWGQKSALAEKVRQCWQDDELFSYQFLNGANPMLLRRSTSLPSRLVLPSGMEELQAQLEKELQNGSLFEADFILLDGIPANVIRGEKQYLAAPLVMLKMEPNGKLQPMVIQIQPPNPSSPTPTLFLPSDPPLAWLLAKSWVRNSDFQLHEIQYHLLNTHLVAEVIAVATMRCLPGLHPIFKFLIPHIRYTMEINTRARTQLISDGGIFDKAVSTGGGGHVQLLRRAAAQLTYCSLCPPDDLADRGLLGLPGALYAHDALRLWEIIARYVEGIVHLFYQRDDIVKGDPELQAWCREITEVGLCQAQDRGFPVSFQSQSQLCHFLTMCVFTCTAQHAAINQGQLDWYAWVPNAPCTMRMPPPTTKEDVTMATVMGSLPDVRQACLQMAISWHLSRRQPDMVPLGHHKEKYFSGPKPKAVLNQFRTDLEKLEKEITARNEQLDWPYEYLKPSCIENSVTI
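Purified human 12hLO at 150 nM in 25 mM Hepes, 0.01% Triton X-100, pH 7.0, preincubated 15 min at room temperature with compound. Reaction started with 40 uM arachidonic acid, 30 min at room temperature. Hydroperoxide measured by Fe-xylenol orange, 573/405 nm absorbance ratio.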
The depositor's hits bear a star; ? = inconclusive; [ ] = another dose, or the depositor's remark. % is scaled to controls: 0 for no effect and ±100 for the full control effect; potency is read from the fitted curve at half-maximal effect. Only part of the results is shown; the hit share may differ from the screen's.

ALOX12 inh	mol
-4%	CN1CCN(NC(=O)c2cccc(Cl)c2)CC1
11%	Cc1ccccc1-c1nnc(SCC(=O)Nc2ccccc2)o1
-11%	COc1ccc(-c2noc(-c3cccn3CC(=O)Nc3cccc(F)c3)n2)cc1F
-3%	Cc1ccc(-c2cc(C(=O)O)c3cc(Br)ccc3n2)cc1
25%	CN(Cc1ccc(C#N)cc1)Cc1cccc2cnccc12
63%[activator]	CC(C)(C)c1ccc(C(=O)NCc2nnc3c(-c4nc(C5CC5)no4)cccn23)cc1
13%[176 µM]	O=c1c2nc(Nc3cccc(F)c3)ccc2ncn1Cc1ccccc1
?	C#CCNC(=O)C1=NOC2CN(C(=O)Nc3cccnc3)CC12 (stereo not drawn)
-34%	Cc1cccc(C)c1-n1nnnc1SC(C(=O)N1CCCC1)c1ccccc1 (stereo not drawn)
?	CC1CN(C(=O)CCn2cnc3sccc3c2=O)CCO1 (stereo not drawn)
40µM*	COc1cccc(C(=O)/C(=C/c2ccco2)c2nc3ccccc3o2)c1
51%[activator]	COc1cccc(C(=O)N2C[C@@H](CO)[C@H](c3nc(C)no3)C2)c1OC
-13%[176 µM]	CC(C)CC(=O)Nc1ccc([C@H]2OCC(=O)N(Cc3nccn3C)[C@@H]2CO)cc1
16%	Cc1ccc(NC(=O)c2cncn2-c2ccccc2)cc1S(=O)(=O)Nc1ccccc1F
1%[6.33 µM]	C#CCNC(=O)C1CCc2nnc(CNC(=O)c3cccnc3)n21 (stereo not drawn)

Structures above containing sulfur (four):
ALOX12 inh	mol
11%	Cc1ccccc1-c1nnc(SCC(=O)Nc2ccccc2)o1
-34%	Cc1cccc(C)c1-n1nnnc1SC(C(=O)N1CCCC1)c1ccccc1 (stereo not drawn)
?	CC1CN(C(=O)CCn2cnc3sccc3c2=O)CCO1 (stereo not drawn)
16%	Cc1ccc(NC(=O)c2cncn2-c2ccccc2)cc1S(=O)(=O)Nc1ccccc1F

Next part
ALOX12 inh	mol
17%	CS(=O)(=O)N1CCC(OC2CCN(C(=O)c3cccc(Cl)c3)CC2)CC1
-12%	Cc1cc(C(=O)Cn2c(=O)c3c(ncn3CCC(C)C)n(Cc3ccccc3)c2=O)c(C)n1C
-35%	O=C(NCCCN1CCCC1=O)C1CCC1
15%	O=C(CCc1nc(C2CCCN2C(=O)C2CC2)no1)N1CCc2ccccc21 (stereo not drawn)
63%[activator]	O=C1c2c(nc(COc3cccc(N4CCOCC4)c3)n2Cc2ccccc2)NCCN1CC1CC1
-7%	COc1cc(Nc2nc3ccccc3nc2NS(=O)(=O)c2cccc(C)c2)cc(OC)c1
41%[activator]	O=C(Cn1nnc(-c2ccccc2Cl)n1)N1CCC(c2nc3ccccc3s2)CC1
55%[activator]	Cc1cnc(CC2CCCN(S(C)(=O)=O)C2)n1C(C)C (stereo not drawn)
31%	COCCNC(=O)[C@@H]1C[C@H](Oc2ccccc2)CN1C(=O)Cc1c[nH]c2ccccc12
-15%	O=C(CC12CC3CC(CC(C3)C1)C2)NCCc1ccc(Cl)cc1
12%[176 µM]	CC(C)NCC1(COc2ccccc2)C[C@@H](O)[C@@H](O)C1 (stereo partly drawn)
15%	CCc1ccc(N/C=C(/C#N)c2nc(-c3ccc(C)c(C)c3)cs2)cc1
12%[22.9 µM]	CC(C)(N)CN1CCOCC1
23%	CSc1ccc(CN(C)C(=O)Cn2c(=O)n(C)c3ccccc32)cc1
?	COC(=O)C1CN(C2CCCC2)CCS(=O)(=O)N1Cc1cn(Cc2ccc(Cl)cc2)nn1 (stereo not drawn)
31%[activator]	COc1ccc(CN(C)C(=O)NCc2nc(C)cs2)cc1
2%	Cn1c(=O)c2c(nc(SCc3ccc(F)cc3)n2Cc2ccccc2)n(C)c1=O
6%	COc1ccc(Cc2nnc(SCc3nc4ccccc4c(=O)[nH]3)n2CC(C)C)cc1
45%[activator]	O=C(Cc1cccs1)NCCc1noc(-c2cccnc2)n1
15%	CCc1nc(C)sc1C(=O)N1CCCC(c2[nH]ncc2-c2ccccc2)C1 (stereo not drawn)
8%	C[C@@H]1CN(Cc2ccc3c(c2)CN(Cc2cn[nH]c2-c2ccccc2)CCO3)C[C@H](C)O1
58%[activator][176 µM]	Cc1noc(C)c1S(=O)(=O)N1CCC(N2CCCC2=O)CC1
26%	Cc1nnsc1C(=O)N1CCCC(c2ccccc2)(c2ccccc2)C1
-3%[176 µM]	COC[C@H]1CCCN1Cc1nc(C2(O)CCN(C3COC3)CC2)cs1
51%[activator]	Cc1ccccc1CN1C[C@@H]2C(=O)N(C)C(=O)[C@@H]2C1
-23%[176 µM]	Cc1nnc([C@H]2CCN(C(=O)c3ccc4c(c3)OCO4)C2)o1
33%[activator]	CC(C(=O)Nc1ccc(F)cc1)N1CCN(C(=O)c2cccs2)CC1 (stereo not drawn)
13%	Cc1cn2nc(C(=O)Nc3cccc(F)c3)cc2c(N(C)Cc2ccccc2)n1
-20%	CC1=CC(C)(C)Nc2ccc(OC(=O)C(Sc3ccccc3)c3ccccc3)cc21 (stereo not drawn)
9%	CC(=O)NC(C)C(=O)NC(C)c1cccc(Cl)c1 (stereo not drawn)
?	Cn1cc(C=CC(=O)c2cccc(F)c2)cc1C=CC(=O)NO
-53%	COC(=O)c1ccc(C2C(C(=O)OC)C(=O)CC(C)(O)C2C(=O)OC)cc1 (stereo not drawn)
1%	NCC(c1ccccc1)c1ccccc1
22%	COc1ccc(Cl)cc1Nc1ncnc2c1c(-c1ccccc1)cn2-c1cccc(C(F)(F)F)c1
49%	O=C1N[C@H](CC(=O)N2CCC(c3noc4cc(F)ccc34)CC2)C(=O)Nc2ccccc21
21%	COc1cc(NC(=O)C2CC(=O)N(c3n[nH]c4cccc(F)c34)C2)cc(OC)c1OC (stereo not drawn)
?	O=C1NCc2ccccc2CC12CCN(Cc1cccc(OC(F)(F)F)c1)C2 (stereo not drawn)
31%	Cc1nc(C)c(C(=O)N2CCc3n[nH]c(=O)n3CC2)s1
3%	CCOc1ccc(Nc2nc(-c3cc(C)ccc3C)cs2)cc1
3%	CCNC(=O)CCc1c(C)nn(-c2ccc(F)cc2)c1Oc1ccccc1F
13%	CCS(=O)(=O)N(C1CC1)C1CCOC2(CCN(C(=O)NCc3ccccc3)CC2)C1 (stereo not drawn)
-20%	CCOc1ccc(NC(=O)c2cc(=O)c3ccccc3o2)cc1
11%	CCNC(=O)C(C)Sc1nc(NCC)c2ccccc2n1 (stereo not drawn)
?	CC(=O)Nc1c(C)noc1/C=C\c1ccc(C)c(S(=O)(=O)Nc2cc(C)ccc2C)c1
20%	CCOC(=O)CCNC(=O)N1CCC(Oc2ncccc2C(=O)N2CCOCC2)C1 (stereo not drawn)
32%[activator]	COc1ccc(-c2nc3cc(NC(=O)c4ccccc4I)ccc3o2)cc1
-10%	O=C(COC(=O)c1ccc([N+](=O)[O-])cc1Cl)c1ccc2c(c1)OCCO2
8%	COc1ccc(F)c(CN2CCOc3ccc(CN4CCC(Oc5cccnc5)CC4)cc3C2)c1
?	COc1cc(C=O)c(OC)cc1Br
?	CCN(CC)S(=O)(=O)c1ccc(NC(=O)COc2ncnc3ccc(Br)cc23)cc1
-3%	Cc1[nH]c(C(=O)NCCc2ccc(F)cc2)c(C)c1C(=O)OC(C)C
?	O=S(=O)(Nc1nc2ccccc2nc1Nc1cccc(Cl)c1)c1cccs1
-6%	CCC1c2ccsc2CCN1C(=O)C1CCN(S(=O)(=O)c2ccc(C#N)cc2)CC1 (stereo not drawn)
15%	CCCCNC(=O)c1cc2n(n1)CC(c1ccc(Cl)cc1)OC2 (stereo not drawn)
-3%	O=C(NCCC(=O)N1CCCC1)c1ccc2c(c1)CCC2
14%	COCCOCC(=O)N1CCCCCNC(=O)[C@@H]2CCC[C@@H]21
-58%	CCc1sc(C(=O)N2CC=C(c3ccccc3)CC2)cc1C
20%	COc1cccc(-c2ccnc3nc(Cc4cc(F)cc(F)c4)nn23)c1
-5%[176 µM]	COc1ccc(CN2CCC3(CC2)OCCN(Cc2ccccc2F)C3=O)cc1O
47%[activator]	CCc1ccc(CNC(=O)c2cnccn2)s1

Sorted by the number under ALOX12 inh (low to high): 6 of the compounds above.
ALOX12 inh	mol
-58%	CCc1sc(C(=O)N2CC=C(c3ccccc3)CC2)cc1C
-10%	O=C(COC(=O)c1ccc([N+](=O)[O-])cc1Cl)c1ccc2c(c1)OCCO2
-3%	O=C(NCCC(=O)N1CCCC1)c1ccc2c(c1)CCC2
8%	COc1ccc(F)c(CN2CCOc3ccc(CN4CCC(Oc5cccnc5)CC4)cc3C2)c1
14%	COCCOCC(=O)N1CCCCCNC(=O)[C@@H]2CCC[C@@H]21
15%	CCCCNC(=O)c1cc2n(n1)CC(c1ccc(Cl)cc1)OC2 (stereo not drawn)

(listing goes on)
ALOX12 inh	mol
?	CNC(=O)CCn1ncc2cc(OCc3ccccc3-c3cccc(C)c3)ccc21
-17%	Cc1nc(OCC(=O)Nc2ccc(C(C)C)cc2)c2ccccc2n1
-7%	CN(C)S(=O)(=O)c1ccc2oc(SC(C(=O)N3CCCC3)c3ccccc3)nc2c1 (stereo not drawn)
6%	NC(=O)c1ccccc1OCC(=O)N1CC(CNc2ccccc2)C2(C1)CN(c1ccccc1)C2 (stereo not drawn)
-23%	COC(=O)Cn1c(CN2CCN(c3cc(Cl)ccc3C)CC2)nc2c1c(=O)[nH]c(=O)n2C
12%	COc1ccc(Br)cc1COC(=O)c1ccc(OC)c(OC)c1OC
1%	O=C(Nc1ccccc1)N1CCC(N2CCN(Cc3ccccn3)C(=O)C2=O)CC1
2%	COCc1nnc(NC(=O)Cn2ccc3ccc(F)cc32)s1
2%	CN(C)C[C@@H]1CN(S(C)(=O)=O)C[C@H]1NC(=O)c1cc2ccccc2[nH]1
23%	COc1ccc(-n2cc(CN3CCC(O)CC3)c(-c3cccc(F)c3)n2)cc1
51%[activator]	CCOc1cccc(CN2CCC([C@@H]3CNC[C@H]3CO)CC2)c1
7.1µM*	CCNc1nc(-c2ccc(NC(C)=O)cc2F)cs1
-24%	Cn1cccc1C(=O)NC[C@H]1O[C@@H](CO)[C@@H](O)C1N1CCN(c2ccccc2)CC1 (stereo partly drawn)
-12%	CCc1ccccc1NC(=O)CN1C(=O)NC2(CCOCC2)C1=O
32%[activator]	Cc1ccc(C(=O)Nc2ccc(NC(=O)CCCn3cncn3)cc2)o1
3%	O=C(c1nnc(CNc2ccccc2)n1-c1ccccc1)N1CCC[C@@H]1C(c1ccccc1)c1ccccc1
-5%	Cn1ccc(NC(=O)CCc2nnc(-c3ccccc3)o2)n1
13%[176 µM]	CN1CCN(c2cc(=O)c3ccnc(N4CCOCC4)c3o2)CC1
?	CCc1ccc(-n2nnnc2N2CCN(C(=O)Nc3ccc(C)c(F)c3)CC2)cc1
?	Cc1ccc(N(C(=O)c2ccc(C(C)(C)C)cc2)C2C=CS(=O)(=O)C2)cc1 (stereo not drawn)
14%	Cc1cc(C(=O)NC2CCc3nnc(C)n3CC2)c(C)n1Cc1ccco1 (stereo not drawn)
5%	O=C(CCC1CCN(S(=O)(=O)c2ccccc2F)CC1)NC1CC1
35%	Cc1ccc(CN2CCCC(CNC(=O)NC(C)C)C2)cc1C (stereo not drawn)
29%	CC(C)(C)c1ccc(C(=O)Nc2ccc(F)c(Cl)c2)cc1
36%[activator]	CN(C)CCNC(=O)c1cccc2c1CCN2C(=O)Nc1ccccc1
28%	CN(C)C[C@@H]1CN(c2ccccn2)C[C@H]1NC(=O)NC1CCCCC1
-5%	Cc1nn(-c2ccc(Cl)nn2)c2c1C(c1ccc(O)cc1)CC(=O)N2 (stereo not drawn)
?	Cc1cc(C(=O)NC(C)c2ccccc2Br)c(C)[nH]1 (stereo not drawn)
27%[176 µM]	COCc1cc(C[C@@H]2C[C@H](NS(=O)(=O)c3ccccc3)C2(C)C)no1
13%[176 µM]	COCCN1C(=O)[C@@H]2C[C@@H](CN2C(=O)CC(C)(C)C)Oc2ccccc21
?	O=C(O)C1=NOC2CN(Cc3ccc(F)c(F)c3F)CC12 (stereo not drawn)
-3%	COc1ccc(C(=O)N2CCC3(CC2)CC(=O)Nc2ccccc2O3)cc1
34%	CCc1nc(-c2c3n(c(=O)n(CC(=O)NCCCc4ccccc4)c2=O)CCCC3)no1
4%	Cc1ccsc1CN1CCCN(S(C)(=O)=O)C(c2ccccc2)CC(=O)NCC1 (stereo not drawn)
?	CN(C)CCN(CC1CCCCC1)C(=O)Nc1ccc(Cl)cc1
51%[activator]	Cc1ccc(C(=O)N2CCCN(c3cc(-c4ccc(F)cc4)[nH]n3)CC2)cc1
-6%	Cc1ccccc1/C=N/NC(=O)c1ccc(C(C)(C)C)cc1
32%[activator][176 µM]	COc1ccccc1CNC1(Cc2cc(COc3ccccc3)on2)COC1
?	CC(C)c1ccc2c(c1)C1(CC(=O)Nc3c1sc(C(=O)O)c3-c1ccccc1F)C(=O)N2C (stereo not drawn)
?	COC(=O)[C@@H]1[C@@H](CO)[C@@H]2Cn3c(ccc(Br)c3=O)[C@@H]2N1Cc1cccc(F)c1
2%[6.33 µM]	COC(=O)CNC(=O)C1CCc2nnc(CNC(=O)c3cccnc3)n21 (stereo not drawn)

Screens deposited in PubChem BioAssay by National Center for Advancing Translational Sciences (NCATS).
